# Assay outcomes from PubChem.
# HTR5A ag: counter-screen for OPRM1-OPRD1 agonists: human HTR5A agonism. 340,000 tested, 0.61% active. HTR5A agonist assay, luminescence, cell-based. activation, % at 9.3 µM; in the data active = activation mostly above about 9.5%, no sharp cut-off; inactive = mostly below about 7.6%;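 note: 0% = cells with vehicle only and 100% = reference agonist; strong numbers were not always called active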
# Rtt109 HAT inh: C. albicans Rtt109 histone acetyltransferase inhibition; Q5AAJ8; purified Rtt109/Vps75, ThioGlo CoA-SH fluorescence, 4 h; inhibition, % at 34.9 µM; 330,000 tested, 0.16% active; AID 540336;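 active = inhibition of at least 50% in every replicate; inconclusive = best replicate reaches 50% inhibition but some replicates fall short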
# SR-BI DiI inh: mouse SR-BI HDL lipid transfer inhibition; 320,000 tested, 0.96% active; AID 488896; Q61009; inhibition, % at 12.5 µM; ldlA[mSR-BI] CHO cells, DiI-HDL uptake fluorescence, 3 h;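 active = mean replicate inhibition of at least 70% and a set share of replicates each scoring 70 or more; inconclusive = meets just one of the two criteria; inactive = fails both criteria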;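 note: 0% = median of neutral control wells and 100% = median of positive control wells; values of inactives mirror those of a sister screen read the other way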
# Target sequence (Q61009 whole entry, looked up): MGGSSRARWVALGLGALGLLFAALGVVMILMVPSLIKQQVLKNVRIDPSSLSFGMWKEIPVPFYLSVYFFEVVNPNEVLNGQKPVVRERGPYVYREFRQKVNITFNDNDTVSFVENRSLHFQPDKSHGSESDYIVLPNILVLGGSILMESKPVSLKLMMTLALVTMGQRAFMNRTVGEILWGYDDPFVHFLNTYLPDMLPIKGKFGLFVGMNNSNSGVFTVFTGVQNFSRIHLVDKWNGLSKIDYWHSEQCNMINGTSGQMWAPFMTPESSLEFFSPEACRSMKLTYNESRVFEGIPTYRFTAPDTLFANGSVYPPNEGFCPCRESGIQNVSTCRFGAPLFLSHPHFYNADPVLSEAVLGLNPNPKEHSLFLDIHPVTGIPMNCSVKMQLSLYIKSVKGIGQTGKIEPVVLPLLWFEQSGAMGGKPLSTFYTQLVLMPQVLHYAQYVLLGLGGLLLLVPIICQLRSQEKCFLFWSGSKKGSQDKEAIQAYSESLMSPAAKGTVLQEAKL
# MITF TRPM1 HTS: activators of MITF-driven TRPM1 promoter activity in SK-MEL-5 cells; SK-MEL-5 TRPM1-promoter luciferase, 24 h; % of positive control, neutral wells = 0; activation, % at 12.5 µM; AID 588334; 300,000 tested, 0.75% active;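 active = mean activation of at least 80% with every replicate also reaching 80%; inconclusive = mean reaches 80% but some replicate falls short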;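 note: 0% = neutral control wells and 100% = parthenolide positive control wells; values of inactives mirror those of a sister screen read the other way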
# PvdQ acylase: P. aeruginosa PvdQ acylase inhibition | purified PvdQ acylase, fluorescence plate reader | inhibition, % at 10 µM | 340,000 tested, 0.063% active; in the data active = inhibition above about 30%, passing the limit was not always enough; inconclusive = no clear call, values can overlap the other calls;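 note: 0% = vehicle neutral wells and 100% = reference inhibitor wells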
# CDK5 p35 inh: blocks human CDK5/p35 kinase activity; Recombinant CDK5/p35, ADP-Glo luminescence, 60 min; inhibition, % at 10 µM; 330,000 tested, 0.01% active; AID 488839;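 active = highest replicate inhibition of at least 50% and at least 75% of replicates reaching 50%; inconclusive = only one of the two criteria met; inactive = both criteria failed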;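 note: plate controls were DMSO neutral control for no effect and GW8510 at 10 µM for full effect; many of its hits are not listed in these tables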
# SR-BI uptake up: activators of SR-BI mediated HDL lipid uptake | CHO ldlA[mSR-BI] cells, DiI-HDL uptake fluorescence, 3 h; 100 = double the neutral-control signal | activation, % at 12.5 µM | 320,000 tested, 0.096% active | AID 504775;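 active = mean replicate activation of at least 60% and every replicate at or above 60%; inconclusive = mean or all-replicate condition met, but not both; inactive = mean below 60% and not all replicates reaching 60%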;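 note: 0% = median plate neutral-control signal and 100% = twice that signal; values of inactives mirror those of a sister screen read the other way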
#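 Assay system: CHO ldlA[mSR-BI] cells, LDL receptor-null, SR-BI overexpressing; medium: Ham's F12 with 0.5% BSA, HEPES 25 mM, pH 7.4; also added: DiI-HDL 10 µg/mL; timing: 3 h uptake period with compound, 37 °C; signal: DiI fluorescence, bottom read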
# Wnt act: activators of Wnt/beta-catenin signaling; activation, % at 9.35 µM; Wnt/beta-catenin reporter cell assay, activator, plate reader; 300,000 tested, 1.2% active; AID 743398; in the data active = activation above about 30%, passing the limit was not always enough; inconclusive = no clear call, values can overlap the other calls;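 note: 0% = neutral control wells and 100% = positive control wells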
# RTF Ca sens act: increases calcium sensitivity of human cardiac regulated thin filaments; AID 493008; 340,000 tested, 0.24% active; P19429+P45379; activation, % at 7.2 µM; IANBD-labeled TnC RTF fluorescence at EC20 calcium; 0% EC20 calcium, 100% full calcium;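 active = activation above the mean over all tested compounds plus 3 SD, cut at about 30% in these data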;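 note: rise in fluorescence read as greater calcium sensitivity of cardiac thin filaments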
# dFosB act: mouse delta FosB homodimer activation. purified delta FosB, TAMRA-CDK5 oligo fluorescence polarization; percent of positive-control signal above neutral wells. 340,000 tested, 0.99% active. activation, % at 25 µM. AID 493131. P13346;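 active = mean activation above about 17%, with every replicate also reaching it, limit read from the data, passing the limit was not always enough; inconclusive = only one of the two conditions met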;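 note: fluorescence polarization rise as delta FosB binds a TAMRA Cdk5 AP-1 oligo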
# Target sequence (P13346 whole entry, looked up): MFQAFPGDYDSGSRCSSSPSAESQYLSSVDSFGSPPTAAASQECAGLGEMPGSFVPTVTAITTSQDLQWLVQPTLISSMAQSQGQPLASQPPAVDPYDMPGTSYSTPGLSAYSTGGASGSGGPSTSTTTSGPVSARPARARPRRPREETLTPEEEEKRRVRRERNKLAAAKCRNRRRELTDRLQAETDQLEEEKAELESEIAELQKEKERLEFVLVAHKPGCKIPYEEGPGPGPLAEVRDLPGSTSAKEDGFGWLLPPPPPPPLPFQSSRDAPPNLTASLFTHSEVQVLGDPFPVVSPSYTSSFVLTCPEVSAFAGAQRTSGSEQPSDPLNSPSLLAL
# * marks the source's active call; other numbers are inactive results; ? = inconclusive; · = not tested or not shown.
SMILES,HTR5A ag,Rtt109 HAT inh,SR-BI DiI inh,MITF TRPM1 HTS,PvdQ acylase,CDK5 p35 inh,SR-BI uptake up,Wnt act,RTF Ca sens act,dFosB act
CSc1nc2cc(F)c(F)cc2n1C,1,3,·,13,-11,0.0,·,·,3,-4
CC(=O)c1ccc(N2CCN(CC(=O)Nc3ccc4c(c3)OCCO4)CC2)cc1,-1,-5,19,-1,15,-0.4,-19,2,1,-2
CC(C)C[C@@H](CNCC(=O)[C@H](Cc1c[nH]c2ccccc12)NC(=O)c1[nH]cnc1C(=O)N[C@H](CN)CC(C)C)NC(=O)c1nc[nH]c1C(=O)N[C@@H](CC(=O)O)C(=O)O,-2,12,2,-7,10,-1.6,-2,-1,1,-9
O=C(NCCC1=CCCCC1)c1cc(S(=O)(=O)N2CCCCC2)ccc1Cl,0,-3,5,10,-11,-8.9,-5,-2,-3,-9
NS(=O)(=O)c1ccc(CCNS(=O)(=O)c2ccc3c(c2)NC(=O)CO3)cc1,2,1,-23,14,-8,·,23,-1,-6,-9
CCOC(=O)c1ccccc1NC(=O)COC(=O)C1CCN(S(=O)(=O)c2ccccc2C(=O)OC)CC1,6,-2,-10,13,-7,2.2,10,-3,0,-13
C[C@H](CO)N1C[C@H](C)[C@@H](CN(C)CC2CCCCC2)Oc2c(NC(=O)CCC(F)(F)F)cccc2C1=O,3,12,0,-11,8,1.2,4,-5,-15,-8
CCN(c1cccc(C)c1)S(=O)(=O)c1ccc(-c2coc(C)n2)cc1,-2,29,-11,-1,8,1.5,11,-3,3,-3
CC(=O)c1ccc(NC(=O)C(Cc2ccccc2)NC(=O)c2ccco2)cc1 (stereo unspecified),4,-4,26,3,-4,1.0,-26,3,-1,-5
CCC1(C)Cc2ccccc2-c2[nH][nH]c(=O)c21 (stereo unspecified),3,36,-6,-7,1,3.9,6,-4,4,-1
Cc1c(N(C(=O)c2ccccn2)C2(C(=O)NC3CCCCC3)CCCCC2)c(=O)n(-c2ccccc2)n1C,-1,23,-31,-1,10,1.9,31,-1,6,-1
O=C(Nc1ccc(F)cc1)c1ccc(S(=O)(=O)N2CCCC2)cc1,8,11,30,-1,5,1.5,-30,0,-2,-1
Cc1ccc(S(=O)(=O)N2CC(O)CC2C(=O)O)cc1 (stereo unspecified),0,-4,-1,-6,-18,1.0,1,-1,5,2
O=C(CSc1nnc(C2CC2)n1Cc1ccco1)NCC(F)(F)F,5,7,-16,-6,9,0.7,16,-1,4,-7
O=C(O)c1ccc(CSc2nnc(Cc3ccccc3)o2)cc1,-1,4,-14,-9,3,1.2,14,·,1,2
N#C/C(=C\c1ccccc1)c1n[nH]c(Cn2cncn2)n1,1,-6,-4,-8,-15,0.3,4,·,6,-4
CC(NC(=O)Nc1ccccc1Cl)c1ccc2c(c1)OCO2 (stereo unspecified),1,0,-9,0,2,1.2,9,-1,0,1
CC(=O)c1ccc(S(=O)(=O)N2CCN(CC(=O)Nc3ccnn3C3CCCC3)CC2)cc1,0,-9,-11,3,-11,-0.3,11,-3,0,-5
COC(=O)c1sccc1NC(=O)c1ccnn1C,-3,-23,4,19,-5,0.9,-4,3,-3,-3
CC(C)N(C(=O)COC(=O)c1ccc(O)cc1)C(C)C,1,-2,-37,-2,-7,0.4,37,·,7,5
Cc1ccc(C(=O)N2CCCCC2)cc1NC1=C(Cl)C(=O)N(Cc2ccccc2)C1=O,-1,9,-6,-37,7,-0.6,6,-2,-3,-15
O=C(c1c[nH]c2ccccc12)C(O)C(c1ccccc1)N1CCOCC1 (stereo unspecified),-3,4,-35,6,-9,-2.5,35,·,-1,-3
CCc1ccc(S(=O)(=O)NCc2cn3ccsc3n2)s1,10,4,7,-9,-7,-0.8,-7,0,4,1
Cc1ccc(S(=O)(=O)Nc2cc(Cl)c(O)c3ncccc23)cc1,9,?,3,-18,-15,-7.5,-3,4,-7,-9
COc1ccc(C(=O)CSc2n[nH]c(-c3ccncc3)n2)cc1[N+](=O)[O-],-2,4,-16,2,-3,-0.6,16,7,4,0
N#CCCN(C(=O)COC(=O)c1cc(=O)[nH]c2ccccc12)c1ccccc1,5,-1,-4,-4,-23,-5.9,4,-4,3,-3
Cc1cc(C)c(NC(=O)C2CCN(C(=O)c3ccco3)CC2)c(C)c1,-7,-8,·,·,2,0.3,·,17,1,-9
O=C(CSc1nn(-c2ccc(Cl)cc2)c(=S)s1)N1CCN(C(=O)c2ccco2)CC1,9,2,84*,-4,9,0.9,-84,·,-7,-3
CCN(CC)S(=O)(=O)c1ccc(-n2cnnn2)c(C)c1,0,3,-12,-7,-11,1.1,12,·,7,1
O=C(OCc1ccccc1)C1CCCN1C(=O)c1ccccc1[N+](=O)[O-] (stereo unspecified),-1,4,-9,7,-18,0.6,9,·,2,3
CN(C)S(=O)(=O)c1ccccc1C#N,11,-4,-34,9,19,3.8,34,0,-4,-6
CC(=O)CCS(=O)(=O)c1ccc(NC(C)=O)cc1,3,-2,18,6,-6,-0.8,-18,·,-6,0
Cc1ccnc(SCc2cc(=O)c(OC(=O)c3ccc(S(=O)(=O)N(C)C)cc3)co2)n1,2,15,1,-6,-7,1.3,-1,·,-1,-1
COc1ccc(C(=O)NCC(c2ccco2)N2CCCCC2)cc1S(=O)(=O)Nc1ccc(C)cc1 (stereo unspecified),5,0,-20,-4,2,-0.1,20,-4,-4,11
O=C(COC(=O)c1ccc(Br)o1)NC1CCCc2ccccc21 (stereo unspecified),1,11,-12,14,-10,-1.1,12,-3,9,-8
Cc1ccc(S(=O)(=O)N2CCC(C(=O)N3CCC3)CC2)cc1,-3,-1,-44,4,2,-0.4,44,-5,-3,6

# Reprinted at random: two records from the list.
SMILES,HTR5A ag,Rtt109 HAT inh,SR-BI DiI inh,MITF TRPM1 HTS,PvdQ acylase,CDK5 p35 inh,SR-BI uptake up,Wnt act,RTF Ca sens act,dFosB act
O=C(COC(=O)c1ccc(Br)o1)NC1CCCc2ccccc21 (stereo unspecified),1,11,-12,14,-10,-1.1,12,-3,9,-8
N#CCCN(C(=O)COC(=O)c1cc(=O)[nH]c2ccccc12)c1ccccc1,5,-1,-4,-4,-23,-5.9,4,-4,3,-3

# (cont.)
SMILES,HTR5A ag,Rtt109 HAT inh,SR-BI DiI inh,MITF TRPM1 HTS,PvdQ acylase,CDK5 p35 inh,SR-BI uptake up,Wnt act,RTF Ca sens act,dFosB act
COc1ccc(NC(=O)/C(C#N)=C/c2ccc(OCc3ccccc3F)cc2)cc1,-3,-5,12,23,5,-0.5,-12,10,-2,-11
CCOC(=O)N1CCN(C(=O)C2CCN(C(=O)c3ccccc3C)CC2)CC1,0,?,43,-74,-10,-1.4,-43,-1,2,-16
COc1ccc(-c2noc(CN3C(=O)c4ccccc4C3=O)n2)cc1,1,2,-2,·,-9,-2.3,2,·,-2,1
Cc1nc2cc(-c3ccccc3)nn2c(C)c1CCC(=O)N1CCN(c2ccccc2)CC1,-4,10,-4,·,13,1.0,4,1,2,-12
CCN(CC)CCNC(=O)C(=O)Nc1cc2c3c(c1)CCN3C(=O)CC2,3,-8,0,-4,0,0.9,0,0,-3,-1
O=C(COc1ccc(Cl)cc1Cl)NNC(=O)c1cccnc1,0,-14,·,15,-17,-2.4,·,1,-3,0
CCc1nc(CN(C)C(=O)C2CCC(=O)N(Cc3cccc(F)c3)C2)no1 (stereo unspecified),0,-6,-6,2,-17,1.3,6,4,6,-4
COc1ccccc1-c1csc(Cc2nnc3n2CCCCC3)n1,7,-1,-3,-2,-14,-0.4,3,·,-6,5
O=C1NC(=S)N/C1=C/c1cccc([N+](=O)[O-])c1O,2,4,-7,7,3,0.1,7,·,-1,1
Cc1nc(-c2cccc(NC(=O)c3ccco3)c2)cs1,0,6,22,18,-5,0.0,-22,6,-2,-23
COC(=O)/C(=C/Nc1ccc(O)cc1)[N+](=O)[O-],5,9,-14,-3,-2,·,14,2,-9,-2
Cc1ccc[n+](CC(=O)c2ccc(-c3ccccc3)cc2)c1,0,20,-3,4,-1,-0.2,3,·,1,2
O=C1c2ccccc2C(Nc2ccc3c(c2)OCCO3)N1c1ccccn1 (stereo unspecified),0,-1,9,-9,20,3.8,-9,3,1,-5
O=C(NCc1ccccn1)C1CC(c2ccccc2Cl)=NO1 (stereo unspecified),4,-7,-2,3,3,-0.9,2,1,15,-3
COc1ccc(CCN2C(=O)NC(NC(=O)CCc3ccccc3)(C(F)(F)F)C2=O)cc1OC (stereo unspecified),2,-8,4,-3,4,1.1,-4,-1,-4,-1
CCOc1ccccc1NC(=S)NNS(=O)(=O)c1c(C)cc(C)cc1C,4,10,-16,-2,6,-2.8,16,-2,-5,0
CCN(CC)C(=O)c1sc(NC(=O)c2cc(-c3ccc(C)s3)nc3ccccc23)c(C(=O)OC)c1C,-4,1,11,-17,-24,-0.2,-11,·,5,-13
CC(=O)C1=C(c2ccccc2)NC(=O)NC1c1ccccc1OCC#N (stereo unspecified),-5,-9,-10,-18,1,1.0,10,-5,-7,-7
COc1cccc(-c2noc(CCC(=O)NC3CCCCC3)n2)c1,8,-4,13,10,-11,1.1,-13,·,-1,3
COC(=O)c1sccc1NC(=O)Nc1cccc(F)c1,4,7,41,8,6,3.2,-41,-3,-4,-16
CC(C)c1nnc(NC(=O)Cc2cccs2)s1,2,2,4,·,-5,-0.8,-4,2,7,5
CCOc1ccc(/C=N/OCC(=O)Nc2ccc3c(c2)OCO3)cc1,-3,3,-19,-5,-10,-1.1,19,5,5,-10
N#Cc1c(-c2ccc(Cl)cc2)c2c([nH]c1=O)-c1ccccc1OC2,-4,-45,-10,-13,-29,-2.2,10,1,0,-15
O=C(N/C(=C/c1ccccc1)C(=O)N1CCCCC1)c1ccco1,3,2,-26,11,-8,-2.0,26,2,-1,-6
O=C(NNC(=O)c1ccccc1Br)c1cccs1,5,-10,-5,34,-11,-0.5,5,7,1,1
O=S(=O)(Nc1ccc(-c2cn3ccsc3n2)cc1)c1ccc2c(c1)OCCO2,2,18,-37,·,-1,0.6,37,9,0,3
O=C(COC(=O)c1cnc(Cl)c(Cl)c1)NCc1ccc2c(c1)OCO2,0,2,-34,1,-5,0.4,34,-2,0,4
Cc1cc(C)n2nc(CC(=O)NNC(=O)COc3ccccc3)nc2n1,-1,-10,-1,-7,-15,-1.3,1,-1,0,-1
CCCOC(=O)Nc1cccc(C(C)=O)c1,2,-5,-5,23,4,3.2,5,-2,3,-1
CN(C)CCCn1c(=S)[nH]c2ccccc2c1=O,-1,4,-35,5,10,3.8,35,1,7,-4
COc1ccc(NC(=O)N2Cc3ccccc3CC2C(=O)NC(C)(C)C)cc1 (stereo unspecified),-2,1,0,10,-3,1.2,0,·,-6,-3
O=C(NCc1ccc(Cl)cc1)c1ccc(CSc2nc3ccncc3[nH]2)cc1,2,-6,·,5,-11,1.8,·,-4,-2,-5
COc1ccccc1NC(=O)CN1CCN(Cc2ccccc2)CC1,3,8,-9,-10,3,-0.7,9,-2,3,-2
